Bioassay records as filed in PubChem.
PriA SSB inh: inhibitors of Klebsiella pneumoniae PriA binding to SSB C-terminal tail, primary screen, biochemical, AlphaScreen | 430,000 tested, 0.6% active | AlphaScreen SSBct-PriA binding, biotinylated peptide | PriA–SSB C-terminal tail interaction (Klebsiella pneumoniae) | inhibition, % at 33 µM; in the data active = inhibition mostly above about 37%, no sharp cut-off; inactive = mostly below about 20%;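 note: plate controls were negative control peptide for no effect and reference peptide for full effect; strong numbers were not always called active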
CCHF vOTU inh: CCHFV vOTU protease inhibitors, primary screen, biochemical, Pep-AMC substrate, fluorescence | AID 651958, 2012 | 370,000 tested, 0.55% active | Crimean-Congo hemorrhagic fever virus L polyprotein viral ovarian tumor (vOTU) protease … | inhibition, % at 11.5 µM; in the data active = inhibition above about 30%; note: 0% = vehicle wells with enzyme and 100% = no enzyme wells
BoNT A protease: BoNT/A light chain protease inhibitors, primary screen, biochemical, flow cytometry, MLPCN library | Botulinum neurotoxin type A light chain protease (Clostridium botulinum A str. ATCC 3502) | multiplex microsphere protease substrate cleavage | inhibition, % at 10 µM | 360,000 tested, 0.17% active | AID 588499, 2011; note: plate controls were buffer without enzyme for full effect and enzyme alone for no effect
VHR inh abs: VHR1 phosphatase inhibitors, primary screen, biochemical, absorbance, uHTS | Dual specificity protein phosphatase 3 (Homo sapiens), P51452 | recombinant VHR phosphatase, pNPP absorbance | inhibition, % at 13.3 µM | 290,000 tested, 0.52% active | AID 1654, 2009; in the data active = inhibition above about 50%; note: some compounds called inactive have numbers as strong as hits
Anthrax LF prot: Bacillus anthracis LF protease inhibitors, primary screen, biochemical, multiplex microsphere, MLPCN library; Lethal factor (Bacillus anthracis), P15917; multiplex microsphere protease cleavage assay; inhibition, % at 10 µM; 360,000 tested, 0.12% active; AID 588501, 2011; note: plate controls were buffer without enzyme for full effect and enzyme alone for no effect
Y pestis TopoI: Yersinia pestis topoisomerase I inhibitors, primary screen, biochemical, cleavage product accumulation, plate reader, single point; DNA topoisomerase I (Yersinia pestis CO92); Y. pestis Topo-I cleavage product accumulation; activity, % at 10 µM; 360,000 tested, 0.064% active; in the data active = activity above about 50%, passing the limit was not always enough; note: inactives centre near 2
PfHsp40 yeast: rescue of yeast from PfHsp40 toxicity, primary screen, S. cerevisiae, ATP luminescence. 340,000 tested, 0.68% active. growth rescue, % at 12.5 µM. AID 504582, 2011. S. cerevisiae expressing PfHsp40, growth rescue; in the data active = growth rescue above about 28%, passing the limit was not always enough;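 note: yeast W303a lacking pdr1 and pdr3 grown in galactose medium; growth measured after three days at 30 °C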
3CLpro inhibitor: SARS-CoV 3CLpro protease inhibitors, primary screen, biochemical, quenched FRET; inhibition, % at 6 µM; 290,000 tested, 0.14% active; Replicase polyprotein 1ab (Severe acute respiratory syndrome coronavirus), P0C6X7; recombinant SARS-CoV 3CLpro, quenched FRET peptide cleavage; in the data active = inhibition above about 12%
Vc quorum ag: inducers of Vibrio cholerae quorum light production without autoinducers, primary screen, BH1578 luxS cqsA deficient, single point. V. cholerae BH1578 lux reporter, luminescence, 6 h. 350,000 tested, 0.16% active. activation, % at 18.7 µM; in the data active = activation mostly above about 9.7%, no sharp cut-off; note: not every result past the cut was called active; inactives centre near 0; reference of the scale not given here
TcdB GH inh: TcdB glycohydrolase inhibitors, primary screen, biochemical, single point, plate reader | Toxin B (Clostridioides difficile), P18177 | TcdB glycohydrolase enzymatic assay | inhibition, % at 9.99 µM | 350,000 tested, 0.24% active | AID 652162, 2013; in the data active = inhibition above about 10%
Target sequence (P18177 whole entry, looked up): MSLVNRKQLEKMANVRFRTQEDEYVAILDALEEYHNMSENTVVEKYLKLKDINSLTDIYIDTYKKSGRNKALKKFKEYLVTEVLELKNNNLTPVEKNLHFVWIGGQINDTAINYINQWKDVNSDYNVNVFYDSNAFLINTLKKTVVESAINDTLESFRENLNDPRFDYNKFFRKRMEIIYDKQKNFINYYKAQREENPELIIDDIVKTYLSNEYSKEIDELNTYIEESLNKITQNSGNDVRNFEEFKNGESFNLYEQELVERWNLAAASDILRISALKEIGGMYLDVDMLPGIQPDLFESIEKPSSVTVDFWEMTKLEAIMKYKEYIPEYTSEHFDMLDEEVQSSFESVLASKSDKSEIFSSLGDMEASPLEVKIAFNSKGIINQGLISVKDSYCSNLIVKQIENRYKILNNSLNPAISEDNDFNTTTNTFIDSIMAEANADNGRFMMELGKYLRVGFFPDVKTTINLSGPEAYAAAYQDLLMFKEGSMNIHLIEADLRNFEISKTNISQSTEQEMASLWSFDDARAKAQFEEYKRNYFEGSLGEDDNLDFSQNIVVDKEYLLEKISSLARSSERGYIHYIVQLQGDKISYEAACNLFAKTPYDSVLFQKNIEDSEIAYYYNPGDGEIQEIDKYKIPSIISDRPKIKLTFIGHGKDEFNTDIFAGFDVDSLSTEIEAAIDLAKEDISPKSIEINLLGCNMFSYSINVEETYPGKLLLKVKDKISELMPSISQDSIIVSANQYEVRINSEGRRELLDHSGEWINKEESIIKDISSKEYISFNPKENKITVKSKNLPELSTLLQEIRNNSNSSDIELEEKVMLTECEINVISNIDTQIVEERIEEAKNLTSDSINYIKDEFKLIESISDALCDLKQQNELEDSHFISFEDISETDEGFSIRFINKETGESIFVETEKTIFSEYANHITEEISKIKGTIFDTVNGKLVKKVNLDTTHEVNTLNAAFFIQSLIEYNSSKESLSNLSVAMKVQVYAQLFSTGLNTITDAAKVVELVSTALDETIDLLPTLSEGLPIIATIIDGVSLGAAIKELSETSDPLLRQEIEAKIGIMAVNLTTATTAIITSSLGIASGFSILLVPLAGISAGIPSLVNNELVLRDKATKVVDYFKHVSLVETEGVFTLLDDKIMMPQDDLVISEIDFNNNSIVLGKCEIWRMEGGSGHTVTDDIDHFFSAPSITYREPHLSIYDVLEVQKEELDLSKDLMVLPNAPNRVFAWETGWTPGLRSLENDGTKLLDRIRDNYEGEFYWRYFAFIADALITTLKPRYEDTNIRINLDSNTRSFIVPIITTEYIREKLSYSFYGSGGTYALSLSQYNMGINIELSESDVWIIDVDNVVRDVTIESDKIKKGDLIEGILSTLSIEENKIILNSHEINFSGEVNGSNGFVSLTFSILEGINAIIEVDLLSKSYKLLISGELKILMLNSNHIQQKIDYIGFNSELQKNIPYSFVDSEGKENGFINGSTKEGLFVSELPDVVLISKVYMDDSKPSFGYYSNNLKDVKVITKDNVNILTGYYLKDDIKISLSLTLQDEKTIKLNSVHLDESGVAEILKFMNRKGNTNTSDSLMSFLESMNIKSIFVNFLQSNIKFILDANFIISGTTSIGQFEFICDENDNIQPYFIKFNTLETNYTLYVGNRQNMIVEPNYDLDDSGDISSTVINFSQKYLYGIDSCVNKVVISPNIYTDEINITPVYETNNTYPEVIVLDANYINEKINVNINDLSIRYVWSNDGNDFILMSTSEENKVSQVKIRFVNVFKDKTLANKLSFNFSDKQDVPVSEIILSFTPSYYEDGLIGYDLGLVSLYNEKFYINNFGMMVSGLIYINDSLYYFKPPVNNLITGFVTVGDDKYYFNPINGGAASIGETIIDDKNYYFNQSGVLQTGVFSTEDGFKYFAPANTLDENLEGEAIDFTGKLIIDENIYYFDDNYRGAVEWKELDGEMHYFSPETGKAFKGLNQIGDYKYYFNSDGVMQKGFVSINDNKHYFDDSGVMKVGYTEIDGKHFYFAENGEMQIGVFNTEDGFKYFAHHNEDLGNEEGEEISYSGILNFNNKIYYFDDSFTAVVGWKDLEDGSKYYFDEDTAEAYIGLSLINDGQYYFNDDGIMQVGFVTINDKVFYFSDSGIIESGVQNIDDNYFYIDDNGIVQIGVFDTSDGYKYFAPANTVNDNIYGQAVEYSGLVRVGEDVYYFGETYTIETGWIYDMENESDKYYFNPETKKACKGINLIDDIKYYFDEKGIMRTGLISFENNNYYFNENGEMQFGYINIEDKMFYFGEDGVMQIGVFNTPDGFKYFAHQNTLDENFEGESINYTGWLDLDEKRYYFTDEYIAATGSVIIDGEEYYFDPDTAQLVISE
Numbers without * were called inactive. Cut-off read from the data, not from the text of the source, unless noted: active = inhibition above about 30%; inconclusive = no clear call, values can overlap the other calls; inactive = below that. Only part of the results is shown; count on the stated rates, not on these rows.

Screening Oc1cc(Nc2cccnc2)cc2cccnc12 returned PriA SSB inh 89*, CCHF vOTU inh 6, BoNT A protease -2.0, Anthrax LF prot -8, Y pestis TopoI 6, PfHsp40 yeast 10, Vc quorum ag -0.4 and TcdB GH inh -8.5.
For CC12CN3CC(C)(CN(C1)C3c1ccc(F)cc1)C2 (stereo unspecified) the results were PriA SSB inh 6, CCHF vOTU inh 7, BoNT A protease 0.8, VHR inh abs 16, Anthrax LF prot 2, Y pestis TopoI -9, PfHsp40 yeast 0.9, 3CLpro inhibitor 0, Vc quorum ag inactive and TcdB GH inh 0.6.
For COc1ccc(OC(=O)OCc2ccccc2)cc1 the results were CCHF vOTU inh 3, BoNT A protease -0.4, Anthrax LF prot 1, Y pestis TopoI 4, Vc quorum ag -0.7 and TcdB GH inh -0.8.
COc1ccc(-c2nc(N)n(C(C)=O)n2)cc1 was read as PriA SSB inh -23, CCHF vOTU inh -4, BoNT A protease -0.8, VHR inh abs 0, Anthrax LF prot 2, Y pestis TopoI -4, PfHsp40 yeast -1.4, 3CLpro inhibitor -1 and Vc quorum ag -3.4.
For Cc1ccc(N2C(=O)[C@@H]3Cc4ccccc4CN3C2=O)cc1 the results were PriA SSB inh -13, CCHF vOTU inh -3, BoNT A protease 1.7, VHR inh abs 27, Anthrax LF prot -15, Y pestis TopoI -2, PfHsp40 yeast 8.4, 3CLpro inhibitor 6 and Vc quorum ag -14.
For C/C(=N/OC(=O)N(C)C)c1ncc(C(F)(F)F)cc1N1CCOCC1 the results were CCHF vOTU inh 6, BoNT A protease -0.5, VHR inh abs -21, Anthrax LF prot -7, Y pestis TopoI -1, PfHsp40 yeast -0.4 and 3CLpro inhibitor -2.
`COc1ccc(-c2ccc(=O)n(Cc3ccc([N+](=O)[O-])cc3)n2)cc1` gave PriA SSB inh -2, CCHF vOTU inh 11, BoNT A protease -1.9, VHR inh abs 29, Anthrax LF prot 3, Y pestis TopoI 5, PfHsp40 yeast 3.1, 3CLpro inhibitor 4, Vc quorum ag -0.5 and TcdB GH inh 1.1.
Screening CCOc1ccccc1N(CC(=O)N/N=C/c1cc(Br)ccc1OC)S(C)(=O)=O returned CCHF vOTU inh 9, BoNT A protease 0.3, VHR inh abs -2, Anthrax LF prot 0, Y pestis TopoI 1, PfHsp40 yeast 0.5, 3CLpro inhibitor 3 and Vc quorum ag -0.3.
Screening O=C(Cn1nnc(-c2ccc(Cl)cc2)n1)NCC1CCCCC1 returned PriA SSB inh 0, CCHF vOTU inh 6, BoNT A protease 0.9, VHR inh abs 4, Anthrax LF prot 0, Y pestis TopoI 6, PfHsp40 yeast 1.3, 3CLpro inhibitor 5, Vc quorum ag -6.9 and TcdB GH inh 0.4.
Screening COc1ccc(NC(=O)N[C@@H](Cc2ccccc2)C(=O)NN)cc1 returned PriA SSB inh -11, CCHF vOTU inh -12, BoNT A protease 1.7, VHR inh abs 10, Anthrax LF prot 7, Y pestis TopoI -3, PfHsp40 yeast -1.2, 3CLpro inhibitor -1, Vc quorum ag -0.4 and TcdB GH inh 1.0.
`CCOC(=O)C(CC)n1nc(C)n2c(cc3sccc32)c1=O` (stereo unspecified) gave PriA SSB inh -4, CCHF vOTU inh -4, BoNT A protease -0.1, VHR inh abs 13, Anthrax LF prot 0, Y pestis TopoI 8, PfHsp40 yeast 0.3, 3CLpro inhibitor 1, Vc quorum ag -1.6 and TcdB GH inh 0.8.
CCOC(=O)C1CCCN(Cc2c(F)cccc2Cl)C1 (stereo unspecified) was read as PriA SSB inh -16, CCHF vOTU inh 10, BoNT A protease 1.3, VHR inh abs 15, Anthrax LF prot -1, Y pestis TopoI 2, PfHsp40 yeast -0.2, 3CLpro inhibitor 0, Vc quorum ag -0.2 and TcdB GH inh 1.8.
`CC(=O)c1ccc(OCc2ccc(C(=O)c3ccccc3)cc2)cc1` gave PriA SSB inh -5, CCHF vOTU inh 1, BoNT A protease -0.5, VHR inh abs 17, Anthrax LF prot -5, Y pestis TopoI 4, PfHsp40 yeast 1.5, 3CLpro inhibitor 0, Vc quorum ag -2.4 and TcdB GH inh 0.2.
COC1CCN(C(=O)c2ccc(OC3CCN(CCc4ccccc4)CC3)cc2)CC1 was read as PriA SSB inh -5, CCHF vOTU inh 2, BoNT A protease -0.8, VHR inh abs 30, Anthrax LF prot -3, Y pestis TopoI 18, PfHsp40 yeast -1.1, 3CLpro inhibitor -2, Vc quorum ag -0.2 and TcdB GH inh 0.0.
For COC(=O)CCC(=O)N1CCCC(C(=O)c2cc(F)ccc2F)C1 (stereo unspecified) the results were PriA SSB inh -16, CCHF vOTU inh -7, BoNT A protease -3.2, VHR inh abs 16, Anthrax LF prot 19, Y pestis TopoI 4, PfHsp40 yeast -0.7, 3CLpro inhibitor 0, Vc quorum ag -2.3 and TcdB GH inh -0.5.
For O=P(O)(Cc1ccccc1)c1ccccc1 the results were CCHF vOTU inh 11, BoNT A protease 0.0, Anthrax LF prot 3, Y pestis TopoI 7, Vc quorum ag -3.7 and TcdB GH inh 1.6.
Screening CN(C)S(=O)(=O)N1CCN(CC(=O)Nc2ccc(F)cc2)CC1 returned PriA SSB inh -6, CCHF vOTU inh 7, BoNT A protease 4.6, VHR inh abs -2, Anthrax LF prot 2, Y pestis TopoI -3, PfHsp40 yeast 1.4, 3CLpro inhibitor 0, Vc quorum ag inactive and TcdB GH inh 1.7.
For Cc1ccc(-c2nnc(-c3ccccc3)c(N3CCOCC3)n2)cc1 the results were PriA SSB inh 3, CCHF vOTU inh 6, BoNT A protease 1.3, VHR inh abs 33, Anthrax LF prot -8, Y pestis TopoI 5, PfHsp40 yeast 1.4, 3CLpro inhibitor -3 and Vc quorum ag -0.3.
CC(C)CCN(C(=S)Nc1cccc(F)c1)C(C)c1cccs1 (stereo unspecified) was read as PriA SSB inh -19, CCHF vOTU inh -11, BoNT A protease -0.4, VHR inh abs 4, Anthrax LF prot -2, Y pestis TopoI 0, PfHsp40 yeast -0.6, 3CLpro inhibitor 6, Vc quorum ag inactive and TcdB GH inh 1.3.
For COc1ccc(CO/N=C/c2c(C)[nH]c(=O)[nH]c2=O)cc1 the results were CCHF vOTU inh -7, BoNT A protease 0.0, VHR inh abs 28, Anthrax LF prot 7, Y pestis TopoI 3, PfHsp40 yeast -0.5, 3CLpro inhibitor 1 and Vc quorum ag -1.0.
Cc1ccc(S(=O)(=O)NCCC(=O)N2CCCCCCC2)cc1 was read as PriA SSB inh 4, CCHF vOTU inh -6, BoNT A protease 1.5, Anthrax LF prot -1, Y pestis TopoI 5, PfHsp40 yeast 0.1, Vc quorum ag 0.9 and TcdB GH inh 1.9.
For O=c1c2ccccc2nc2n1C(CSCc1cccc(C(F)(F)F)c1)CS2 (stereo unspecified) the results were PriA SSB inh -10, CCHF vOTU inh 12, BoNT A protease 0.6, VHR inh abs 33, Anthrax LF prot 8, Y pestis TopoI 24, PfHsp40 yeast 0.6, 3CLpro inhibitor -4 and Vc quorum ag inactive.
`COc1cccc(CN(Cc2ccco2)C(c2ccc(F)cc2)c2nnnn2C(C)(C)C)c1` (stereo unspecified) gave PriA SSB inh 6, CCHF vOTU inh 20, BoNT A protease -1.1, VHR inh abs 35, Anthrax LF prot -8, Y pestis TopoI 35, PfHsp40 yeast 2.0, 3CLpro inhibitor 5 and Vc quorum ag -0.1.
For O=C(Nc1ccc(N2CCCCCC2)cc1)c1ccc[nH]1 the results were PriA SSB inh 12, CCHF vOTU inh 6, BoNT A protease 6.3, Anthrax LF prot -3, Y pestis TopoI -8, PfHsp40 yeast 0.3, Vc quorum ag -1.2 and TcdB GH inh 0.2.
For CCOC(=O)C(NCCCO)c1ccccc1 (stereo unspecified) the results were PriA SSB inh -5, CCHF vOTU inh 5, BoNT A protease 1.3, VHR inh abs 29, Anthrax LF prot 2, Y pestis TopoI 3, PfHsp40 yeast -0.9, 3CLpro inhibitor 0 and Vc quorum ag inactive.
`COc1ccc(-n2c(CN3CCC(C)CC3)nc3ccc([N+](=O)[O-])cc3c2=O)c(OC)c1` gave PriA SSB inh -3, CCHF vOTU inh 16, BoNT A protease -1.3, VHR inh abs 31, Anthrax LF prot -5, Y pestis TopoI -10, PfHsp40 yeast -0.5, 3CLpro inhibitor 1, Vc quorum ag -0.3 and TcdB GH inh 0.7.
`COC(=O)c1ccc2c(=O)n(CCN3CCOCC3)c(SCC(=O)Nc3ccccc3Cl)nc2c1` gave PriA SSB inh -10, CCHF vOTU inh 11, BoNT A protease 1.4, VHR inh abs 8, Anthrax LF prot 0, Y pestis TopoI 3, PfHsp40 yeast -0.9, 3CLpro inhibitor -1, Vc quorum ag -0.4 and TcdB GH inh 3.8.
For CCn1c(=O)c2ccccc2n2c(SCC(=O)N3CCc4ccccc4C3)nnc12 the results were PriA SSB inh -2, CCHF vOTU inh -4, BoNT A protease 0.1, VHR inh abs -12, Anthrax LF prot -4, Y pestis TopoI 8, PfHsp40 yeast -0.4, 3CLpro inhibitor 3 and Vc quorum ag inactive.
Screening COc1ccc(N(C(=O)c2ccco2)C(C(=O)NC2CCCC2)c2cc(OC)c(OC)c(OC)c2)cc1 (stereo unspecified) returned PriA SSB inh 9, CCHF vOTU inh -12, BoNT A protease 1.5, VHR inh abs 20, Anthrax LF prot -3, Y pestis TopoI 3, PfHsp40 yeast -1.1, 3CLpro inhibitor -3, Vc quorum ag -1.4 and TcdB GH inh 0.9.
COc1ccccc1N1CCN(C(=O)COc2ccc(Cl)cc2Br)CC1 was read as PriA SSB inh -35, CCHF vOTU inh 9, BoNT A protease 0.0, VHR inh abs 2, Anthrax LF prot 0, Y pestis TopoI 24, PfHsp40 yeast 7.9, 3CLpro inhibitor -1 and Vc quorum ag inactive.
CN(C)CCCNC(=O)CCC1CCCCC1 was read as PriA SSB inh -19, CCHF vOTU inh -8, BoNT A protease -0.3, VHR inh abs -6, Anthrax LF prot -3, Y pestis TopoI 1, PfHsp40 yeast -0.6, 3CLpro inhibitor -4 and Vc quorum ag -0.2.
Screening Cc1ccc(S(=O)(=O)Nc2cccc(C(=O)NCC3CCCO3)c2)cc1F (stereo unspecified) returned PriA SSB inh -2, CCHF vOTU inh -3, BoNT A protease -0.2, Anthrax LF prot -1, Y pestis TopoI -6, PfHsp40 yeast -0.7, Vc quorum ag inactive and TcdB GH inh 0.5.
For O=S(=O)(Nc1ccc(Cc2ccncc2)cc1)c1ccc(Cl)c(Cl)c1 the results were PriA SSB inh -6, CCHF vOTU inh 1, BoNT A protease 0.3, VHR inh abs 33, Anthrax LF prot -4, Y pestis TopoI -2, PfHsp40 yeast 3.6, 3CLpro inhibitor 8, Vc quorum ag -0.2 and TcdB GH inh 0.6.

Entries shown so far containing a nitro group on carbon (2):
`COc1ccc(-c2ccc(=O)n(Cc3ccc([N+](=O)[O-])cc3)n2)cc1` gave PriA SSB inh -2, CCHF vOTU inh 11, BoNT A protease -1.9, VHR inh abs 29, Anthrax LF prot 3, Y pestis TopoI 5, PfHsp40 yeast 3.1, 3CLpro inhibitor 4, Vc quorum ag -0.5 and TcdB GH inh 1.1.
`COc1ccc(-n2c(CN3CCC(C)CC3)nc3ccc([N+](=O)[O-])cc3c2=O)c(OC)c1` gave PriA SSB inh -3, CCHF vOTU inh 16, BoNT A protease -1.3, VHR inh abs 31, Anthrax LF prot -5, Y pestis TopoI -10, PfHsp40 yeast -0.5, 3CLpro inhibitor 1, Vc quorum ag -0.3 and TcdB GH inh 0.7.
